# GSIS activator – primary screen for activators of insulin secretion dependent on glucose, INS-1E cells, GLuc reporter luminescence; INS-1E GLuc reporter insulin secretion, 2-3 h; activation, % at 16.6 µM; 0.61% of 370,000 active; AID 743287;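 active means lowest replicate activation of at least 40%, so every replicate reaches that level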;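 further: 0% = median of neutral control wells and 100% = median of IBMX positive control wells; some compounds called inactive have numbers as strong as hits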
# RAD52 anneal inh – RAD52 (human) annealing inhibition | P43351 | recombinant RAD52 DNA annealing, FRET fluorescence | inhibition, % at 18.7 µM | 0.46% of 360,000 active;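 active means every replicate showing at least 50% inhibition; inconclusive means mean inhibition at least 50% but not in every replicate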
# Target sequence (P43351 whole entry, looked up): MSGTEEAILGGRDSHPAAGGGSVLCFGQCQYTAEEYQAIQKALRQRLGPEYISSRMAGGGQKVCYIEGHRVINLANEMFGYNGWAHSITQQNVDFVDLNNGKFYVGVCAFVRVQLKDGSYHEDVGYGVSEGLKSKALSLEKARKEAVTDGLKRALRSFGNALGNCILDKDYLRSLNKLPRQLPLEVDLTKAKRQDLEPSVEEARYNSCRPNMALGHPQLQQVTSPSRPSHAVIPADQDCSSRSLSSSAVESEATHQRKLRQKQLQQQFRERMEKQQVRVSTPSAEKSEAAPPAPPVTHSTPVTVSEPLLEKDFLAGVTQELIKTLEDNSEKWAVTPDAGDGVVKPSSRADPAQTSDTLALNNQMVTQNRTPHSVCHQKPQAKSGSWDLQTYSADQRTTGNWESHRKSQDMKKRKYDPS
# XiGFP reactiv – reactivates the inactive X chromosome in mouse fibroblasts; XiGFP mouse fibroblasts, % GFP-positive cells imaging, 3 d; cells co-treated with 5-aza-dC sensitizer; scaled so ellipticine positive control = 100%; activation, % at 7.58 µM; 0.055% of 360,000 active;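 active means mean normalized replicate activation at least 10% and every replicate at or above 10%; inconclusive means only one of the two criteria met; inactive means mean below 10% and not all replicates reach 10%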;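 further: 0% = median of on-plate neutral control wells and 100% = ellipticine 6 µM median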
#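 Material: SV40-immortalized XiGFP fibroblast cells, line 68-5-11 | Buffer or medium: DMEM containing 5-aza-dC | Dosing: One concentration, pinned | Times: 3 d treatment, 15 min room-temperature fixation | Controls: Ellipticine 6 µM positive control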
# RAD54 branch – RAD54 (human) branch migration inhibition; Q92698; RAD54 Holliday junction branch migration, FAM/BHQ fluorescence; inhibition, % at 10.4 µM; 0.14% of 360,000 active; AID 602329;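 active means mean normalized replicate activity at least 40 and at least half of replicates scoring 40 or more; inconclusive means only one of the two criteria met; inactive means mean below 40 and under half of replicates reaching 40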;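 further: 0% = median of neutral control wells and 100% = median of positive control wells; inhibitors cause a drop in the FAM fluorescence signal; in these data hits start at about 50%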
# F508del corr – CFTR F508del correction in bronchial cells; CFBE cells, YFP halide quenching; stimulated with forskolin plus potentiator P3; % fluorescence drop versus neutral controls; activity (quench increase), % at 7.58 µM; 0.36% of 350,000 active; AID 720511;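 active means mean added fluorescence quench of at least 8% versus neutral control, with both replicates also reaching 8%; inconclusive means only one of the mean or replicate conditions met; inactive means mean below 8% and not both replicates reaching 8%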;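 further: cells transiently co-express mutant CFTR-F508del with the halide-sensitive YFP; corrector assay measuring rescue of mutant channel to the surface after 24 h compound exposure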
# ERAP1 HTS inh – ERAP1 (human) enzyme inhibition. Q9NZ08. recombinant ERAP1, Leu-AMC fluorescence, 60 min. inhibition, % at 10.7 µM. 0.15% of 340,000 active. AID 652197;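 active means mean replicate inhibition of at least 30%, or all replicates individually reaching that 30% level; inactive means mean below 30% and not every replicate reaching it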;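 further: 0% = neutral control wells and 100% = L-leucinethiol positive control wells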
# ARNT TACC3 PPI – disruptors of human ARNT/TACC3 interaction; AlphaScreen His-ARNT PAS-B/GST-TACC3 binding, luminescence; TACC3 fragment carries E629A point mutation; inhibition, % at 9.99 µM; 0.66% of 390,000 active; Q9Y6A5;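 active means mean inhibition of replicates at least 50% and at least half of replicates each reaching 50%; inconclusive means half or more replicates reach 50% but mean below 50%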;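 further: 0% = complete ARNT plus TACC3 wells and 100% = ARNT alone without TACC3; many hits fall short of the cut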
# esBAF inh – SWI/SNF esBAF complex inhibition; mouse ES cells, Bmi1-luciferase knock-in reporter, 24 h; 100% = twice the neutral-well signal; reporter increase, % at 12.5 µM; 2% of 350,000 active; in the data active means activation above about 40%; inconclusive means no clear call, values can overlap the other calls;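 further: 0% = median of the plate's neutral control wells and 100% = double that signal; a rise in the Bmi1 reporter signal indicates esBAF inhibition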
# An asterisk follows results filed as active; ? = inconclusive; nt = no result given; & = joins results of further samples.
SMILES,GSIS activator,RAD52 anneal inh,XiGFP reactiv,RAD54 branch,F508del corr,ERAP1 HTS inh,ARNT TACC3 PPI,esBAF inh
O=C(CSc1nc2c(c(=O)n1-c1ccc(Cl)cc1)SCC2)NCc1ccco1,-5.3,nt,nt,-1.2,nt,nt,-5.0,3.9
Cc1ccc(S(=O)(=O)Nc2ccc3c(c2)C(=O)N([C@@H](C)CO)C[C@H](C)[C@H](CN(C)C(=O)Nc2ccccc2)OCCCC[C@@H](C)O3)cc1,-16.0,-27.7,-1.1,-7.5,-1.9,-0.2,-6.6,3.4
CC1CCN(C(=S)c2ccc(-c3ccc(Cl)cc3Cl)o2)CC1,nt,-20.2,0.1,nt,-0.6,3.7,10.2,nt
O=C(C[C@H]1CC[C@@H](NS(=O)(=O)c2ccccc2)[C@H](CO)O1)N1CCc2ccccc2C1,-4.6,3.1,-0.3,-4.9,2.1,1.6,-1.3,3.8
O=C(NCc1ccccc1)C1=C[C@H](c2ccc(C(F)(F)F)cc2)C[C@H](OCCCCO)O1,-17.0,2.3&-81.6,-0.7,-2.8&-0.1,-0.9&-0.8,2.6&-4.1,-0.8&1.7,-0.2
CC(=O)NS(=O)(=O)c1ccc(NC(=O)c2ccc3c(c2)OCO3)cc1,-1.2,-0.9,0.0,-4.4,2.3,1.1,7.2,3.9
CC(C)CC#Cc1ccc2c(c1)O[C@@H](CN(C)C(=O)c1ccncc1)[C@@H](C)CN([C@@H](C)CO)S2(=O)=O,7.2,11.4,0.0,3.2,0.3,-0.3,-1.2,11.2
Cc1cc(NC(=O)NCC(F)(F)F)no1,-4.8,0.8,-0.1,-9.5,0.0,4.0,0.7,2.2
COc1ccc(S(=O)(=O)Nc2ccc3c(c2)CC(=O)N([C@H](C)CO)C[C@@H](C)[C@H](CN(C)C(=O)NC2CCCCC2)O3)cc1,-1.9,-8.3,-0.1,4.4,-1.5,1.9,-2.0,1.6
CCN(C(=O)CSc1nnc(SC)s1)c1c(N)n(Cc2ccccc2)c(=O)[nH]c1=O,-6.4,-20.0,0.0,-11.9,0.2,2.5,0.6,-6.1
CCN(CC)C(=O)C[n+]1cccc(/C=N/O)c1,6.0,-16.6,0.0,nt,1.3,-3.7,-4.6,nt
C[C@H](CO)N1C[C@H](C)[C@H](CN(C)Cc2ccc(Oc3ccccc3)cc2)Oc2ccc(NS(=O)(=O)c3cccs3)cc2CC1=O,-21.1,-11.4,-1.1,4.5,0.1,-0.9,nt,-1.1
CN1OC[C@@H]2CN(Cc3ccccc3)[C@H](c3cccc(N4CCOCC4)c3)C[C@@H]21,1.2,22.3,?,-6.6,-1.0,-1.0,8.2,-9.6
C[C@@H]1CN([C@@H](C)CO)C(=O)c2cccc(NC(=O)C3CC3)c2O[C@H]1CN(C)C(=O)Nc1cccc2ccccc12,1.1,0.2,0.1,-0.8,-2.7,-2.8,-1.2,0.2
COCCNC(=O)c1cc(S(=O)(=O)N(C)c2ccccc2OC)ccc1C,9.5,-16.1,0.2,nt,-2.0,nt,nt,nt
Cc1ccc(N(CC(=O)Nc2c(C)cccc2C)S(C)(=O)=O)cc1,nt,-7.4,-0.1,-2.0,nt,-2.1,-4.0,-8.1
COc1ccc(N(C(C)=O)c2nc3ccccc3[nH]2)cc1,-10.9,-6.3,0.0,19.1,-2.9,-1.8,52.6*,0.2
CCOC(=O)Cc1nnc(NC(=O)C(CC)Sc2nc(C)cc(=O)[nH]2)s1 (stereo unspecified),nt,-2.4,0.4,-6.2,-0.5,-0.6,45.5*,-2.9
O=C(NC(N1CCOCC1)C(Cl)(Cl)Cl)c1ccco1 (stereo unspecified),7.5,5.3,0.0,nt,-0.4,-9.8,-11.4,nt
Cc1[nH]c2ccccc2c1-c1csc(NC(=O)CSCCO)n1,-8.8,-9.3,5.2,nt,-4.2,nt,9.4,7.5
O=C(NCCc1ccncc1)[C@H]1[C@H](CO)[C@H]2Cn3c(ccc(-c4ccc(F)cc4)c3=O)[C@@H]1N2,4.2,-13.0,0.1,1.9,nt,0.9,-6.9,0.7
Cc1ccc(-c2nc3ccc(Cl)cn3c2CC2CCCCC2)cc1,0.1,-20.2,nt,-6.8,-3.7,-1.2,nt,-19.2
COc1ccc(C(CNC(=O)c2ccc(-c3nc4ccccc4s3)o2)N2CCCC2)cc1 (stereo unspecified),12.4,-120.5,-0.1,-7.1,0.7,-0.2,18.5,?
CN1CCN(c2ccc(CNC(=O)c3ccc(-c4cnn(C)c4)c4ccoc34)cc2)CC1,nt,29.4,-0.1,22.9,-0.1,-4.5,nt,-3.0
Cc1noc(C)c1NC(=O)N(C)C[C@@H]1Oc2c(NS(=O)(=O)c3ccc(Cl)cc3)cccc2C(=O)N([C@H](C)CO)C[C@@H]1C,-3.3,-8.2,-0.6,-0.1,0.9,-1.0,4.4,0.9
CCC(C(=O)NC1CCCC1)n1c(-c2ccccn2)nc2ccccc21 (stereo unspecified),10.0,-14.1,0.0,nt,1.2,5.5,nt,nt
C[C@H](CO)N1C[C@H](C)[C@H](CN(C)C(=O)Nc2ccc(C(F)(F)F)cc2)OCCCC[C@H](C)Oc2ccc(NS(=O)(=O)c3cccs3)cc2C1=O,6.7,-31.6,0.0,-4.0,1.4,-3.0,1.4,-7.1
CCOC(=O)c1sc(NC(=O)/C=C/c2c(F)cccc2Cl)nc1C,nt,-7.5,0.0,nt,nt,3.1,-6.5,nt
C[C@@H]1CCCCO[C@H](CN(C)S(C)(=O)=O)[C@H](C)CN([C@@H](C)CO)C(=O)c2cc(N(C)C)ccc2O1,6.3,-34.1,-0.9,-5.1,4.8,1.5,4.0,-1.5
CCC(=O)N(C)C[C@@H]1Oc2cc(-c3cncnc3)ccc2S(=O)(=O)N([C@H](C)CO)C[C@@H]1C,27.2,6.6,-0.1,9.1,4.1,8.0,-3.5,-2.0

# Compounds from the list above that have a CF3 group, in the order listed:
SMILES,GSIS activator,RAD52 anneal inh,XiGFP reactiv,RAD54 branch,F508del corr,ERAP1 HTS inh,ARNT TACC3 PPI,esBAF inh
O=C(NCc1ccccc1)C1=C[C@H](c2ccc(C(F)(F)F)cc2)C[C@H](OCCCCO)O1,-17.0,2.3&-81.6,-0.7,-2.8&-0.1,-0.9&-0.8,2.6&-4.1,-0.8&1.7,-0.2
Cc1cc(NC(=O)NCC(F)(F)F)no1,-4.8,0.8,-0.1,-9.5,0.0,4.0,0.7,2.2
C[C@H](CO)N1C[C@H](C)[C@H](CN(C)C(=O)Nc2ccc(C(F)(F)F)cc2)OCCCC[C@H](C)Oc2ccc(NS(=O)(=O)c3cccs3)cc2C1=O,6.7,-31.6,0.0,-4.0,1.4,-3.0,1.4,-7.1

# The listing picks up with the 3 entries that preceded the break.
SMILES,GSIS activator,RAD52 anneal inh,XiGFP reactiv,RAD54 branch,F508del corr,ERAP1 HTS inh,ARNT TACC3 PPI,esBAF inh
CCOC(=O)c1sc(NC(=O)/C=C/c2c(F)cccc2Cl)nc1C,nt,-7.5,0.0,nt,nt,3.1,-6.5,nt
C[C@@H]1CCCCO[C@H](CN(C)S(C)(=O)=O)[C@H](C)CN([C@@H](C)CO)C(=O)c2cc(N(C)C)ccc2O1,6.3,-34.1,-0.9,-5.1,4.8,1.5,4.0,-1.5
CCC(=O)N(C)C[C@@H]1Oc2cc(-c3cncnc3)ccc2S(=O)(=O)N([C@H](C)CO)C[C@@H]1C,27.2,6.6,-0.1,9.1,4.1,8.0,-3.5,-2.0
COC(=O)C1=C(CCc2ccccc2)NC(=O)NC1c1ccc(Br)cc1 (stereo unspecified),-22.1,-4.8,0.0,-1.5,-0.5,5.0,-3.4,7.4
CCN(CC(=O)Nc1c(F)cccc1F)C(=O)Cc1ccsc1,17.2,-5.4,0.0,-6.1,-1.9,2.6,nt,-6.6
COc1cccc(C(=O)NNc2c3ccccc3nc3ccccc23)c1,-0.8,-7.9,-0.1,0.6,0.6,-4.1,-7.6,0.7
CC(C)NC(=O)N[C@H]1CC[C@H](CC(=O)NC2Cc3ccccc3C2)O[C@@H]1CO,9.9,-9.5,0.6,14.9,-1.4,2.0,1.1,2.3
O=C(CCn1c(=O)[nH]c2ccsc2c1=O)N1CCN(c2ccc([N+](=O)[O-])cc2)CC1,0.3,-12.8,0.0,-3.0,-2.2,-1.8,-15.4,-4.4
COc1ccc(S(=O)(=O)Nc2ccc3c(c2)CC(=O)N([C@@H](C)CO)C[C@H](C)[C@@H](CN(C)C(=O)Nc2cccc4ccccc24)O3)cc1,5.3,-3.8,-0.6,-17.4,-2.1,0.2,-5.4,-2.8
Cc1noc(C)c1NC(=O)N(C)C[C@H]1Oc2cc(C#CCN(C)C)ccc2S(=O)(=O)N([C@@H](C)CO)C[C@H]1C,8.3,-2.4,0.0,2.5,-1.2,-0.3,0.9,-0.4
COc1cccc(CNC(=O)C[C@H]2CC[C@@H](NC(=O)C3CCC3)[C@H](CO)O2)c1,9.9,10.2,-0.2,-1.9,2.1,-1.7,-7.9,-2.7
O=C(NCC(F)(F)F)[C@@H]1[C@@H](CO)[C@@H]2Cn3c(cccc3=O)[C@H]1N2CC1CCCCC1,9.8,1.0,0.3,0.0,-3.9,-2.9,-12.4,-0.4
COc1ccc(S(=O)(=O)N(C)C[C@H]2Oc3c(NS(=O)(=O)c4cccs4)cccc3C(=O)N([C@H](C)CO)C[C@@H]2C)cc1,-10.4,15.5,0.6,nt,0.3,-3.6,nt,nt
CCC(C)NC(=O)c1cc(-c2ccc(OC)cc2)on1 (stereo unspecified),-1.0,nt,nt,0.5,nt,nt,-7.6,-10.6
O=C(C[C@H]1C[C@@H]2c3cc(NC(=O)CC4CC4)ccc3O[C@@H]2[C@@H](CO)O1)NCc1ccccn1,22.8,6.4,0.1,-5.1,1.8,0.9,0.9,-4.3
Cc1ccc(Cl)cc1NC(=O)C1C2CCC(O2)C1C(=O)O (stereo unspecified),-19.3,-2.6,0.1,-12.5,2.2,0.4,-4.7,-5.1
Cc1nn(CC(=O)NCc2ccccc2F)c(C)c1[N+](=O)[O-],21.1,-14.4,0.1,nt,1.4,3.7,nt,nt
Cc1c(NC(=O)c2ccc(Br)o2)cccc1C(=O)O,9.4,-9.4,nt,-12.6,-1.5,4.6,5.6,22.0
Cc1occc1C(=O)NC(C)c1ccc2c(c1)OCO2 (stereo unspecified),-10.3,-15.1,nt,-8.1,0.9,0.0,1.5,-5.3

# Compound activity from PubChem BioAssay.
